# From PubChem
# RPL19A-GFP yeast – modulators of TOR pathway RPL19A-GFP in S. cerevisiae. S. cerevisiae RPL19A-GFP strain, flow cytometry, 3 h; active compounds read low. percent response vs DMSO, % at 10 µM. 330,000 tested, 0.3% active. AID 2025;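 active means percent response vs DMSO below 50%; inconclusive means fewer than 70 events counted for the yeast strain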;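 further: median channel GFP fluorescence of the barcoded RPL19A-GFP strain; ratio of sample median GFP to plate DMSO average so 100% = DMSO; lower means less RPL19A-GFP as with rapamycin TOR inhibition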
# AHR act – human AHR activation; AHR-responsive luciferase reporter cells, luminescence; activation, % at 5 µM; 320,000 tested, 2.5% active; in the data active means activation above about 47%;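 further: 0% = vehicle wells and 100% = reference agonist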
# Target sequence (P35869 whole entry, looked up): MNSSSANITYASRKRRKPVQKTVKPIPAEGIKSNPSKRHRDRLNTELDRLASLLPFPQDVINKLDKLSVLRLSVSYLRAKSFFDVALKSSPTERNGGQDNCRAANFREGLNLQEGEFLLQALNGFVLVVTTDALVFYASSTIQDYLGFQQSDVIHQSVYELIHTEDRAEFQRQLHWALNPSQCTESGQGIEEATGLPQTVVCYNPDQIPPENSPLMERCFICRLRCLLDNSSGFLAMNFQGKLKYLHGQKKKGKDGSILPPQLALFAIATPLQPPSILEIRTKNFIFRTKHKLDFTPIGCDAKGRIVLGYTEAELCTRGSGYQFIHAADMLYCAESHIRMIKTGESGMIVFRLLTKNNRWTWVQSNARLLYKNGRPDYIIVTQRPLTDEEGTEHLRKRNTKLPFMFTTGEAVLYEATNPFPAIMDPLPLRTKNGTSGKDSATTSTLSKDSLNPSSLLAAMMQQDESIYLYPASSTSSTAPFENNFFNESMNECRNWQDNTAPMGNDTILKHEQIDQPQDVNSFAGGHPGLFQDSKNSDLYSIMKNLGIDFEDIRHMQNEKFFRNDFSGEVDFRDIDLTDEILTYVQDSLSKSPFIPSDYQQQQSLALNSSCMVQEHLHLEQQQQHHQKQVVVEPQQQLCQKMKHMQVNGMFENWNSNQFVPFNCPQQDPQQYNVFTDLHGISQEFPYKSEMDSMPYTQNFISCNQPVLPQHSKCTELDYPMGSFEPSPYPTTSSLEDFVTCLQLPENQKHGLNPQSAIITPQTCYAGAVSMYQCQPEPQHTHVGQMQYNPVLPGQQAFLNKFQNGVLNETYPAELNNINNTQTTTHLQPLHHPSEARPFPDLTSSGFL
# MEP2-GFP yeast – modulators of TOR pathway MEP2-GFP in S. cerevisiae. GFP response vs DMSO, % at 10 µM. AID 2016. 330,000 tested, 0.51% active. S. cerevisiae MEP2-GFP strain, flow cytometry GFP, 3 h; 100% = DMSO control level;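 active means GFP response versus DMSO above a set limit, roughly screen mean plus 3 SD, cut at about 180% in these data; inconclusive means fewer than 70 cells counted for a yeast strain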;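 further: median GFP fluorescence of the barcode-gated MEP2-GFP cells per well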
# Efflux pump inh – antifungal efflux pump inhibition, Nile Red retention | AID 485275 | inhibition, % at 10 µM | S. cerevisiae Candida pump triplex | 330,000 tested, 0.44% active;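 active means plate passing quality check with inhibition over a set limit, or well fluorescence over plate mean plus 4 SD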;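 further: Nile Red retained in pooled yeast measured as flow cytometry median fluorescence; 0% = buffer negative control and 100% = Enniatin B positive control; higher means more Nile Red kept so more efflux inhibition; some compounds called inactive have numbers as strong as hits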
# Yeast superoxide – caloric restriction mimetics inhibiting age-related superoxide in yeast. S. cerevisiae aged cells, superoxide DHE fluorescence; active compounds read low. superoxide response (% of plate mean), % at 10 µM. 330,000 tested, 0.18% active. AID 2690;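 active means superoxide response under a set limit, about three screen SD below normal, cut at about 65% in these data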;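 further: yeast aged for seven days with compound at 30 °C before DHE staining; 100% = average MFI of all compound-treated wells on the plate with controls excluded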
# AGP1 TOR yeast – modulators of TOR pathway AGP1-GFP in S. cerevisiae | AID 2066 | GFP response vs DMSO, % at 10 µM | S. cerevisiae AGP1-GFP multiplex flow cytometry, 3 h; GFP as percent of DMSO wells | 320,000 tested, 0.02% active;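 active means GFP response relative to DMSO above a set limit, near screen average plus 3 SD, cut at about 150% in these data; inconclusive means fewer than 70 cells counted for the yeast strain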;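 further: median GFP channel fluorescence of the gated AGP1 strain per well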
# LAP4-GFP MLPCN – alters LAP4-GFP fluorescence in TOR pathway yeast screen | S. cerevisiae LAP4-GFP multiplex, flow cytometry GFP, 3 h; median GFP as percent of DMSO wells | GFP response vs DMSO, % at 10 µM | 320,000 tested, 0.34% active | AID 2023;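 active means GFP response vs DMSO above a set limit, about the screen mean plus 3 SD, cut at about 150% in these data; inconclusive means under 70 cell events counted for the yeast strain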
# CIT2-GFP yeast – yeast TOR pathway CIT2-GFP modulation. 320,000 tested, 0.065% active. S. cerevisiae CIT2-GFP strain, flow cytometry, 3 h; 100 means same as DMSO wells. GFP response vs DMSO, % at 10 µM;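 active means GFP response relative to DMSO above a set limit, near the screen mean plus 3 SD, cut at about 150% in these data; inconclusive means Fewer than 70 cells measured for a yeast strain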;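 further: ratio of well median GFP fluorescence to mean of DMSO wells on the plate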
# Active calls of the source: *; ? = inconclusive; . = no result given; [ ] = remark or other dose.
structure	RPL19A-GFP yeast	AHR act	MEP2-GFP yeast	Efflux pump inh	Yeast superoxide	AGP1 TOR yeast	LAP4-GFP MLPCN	CIT2-GFP yeast
CCOc1ccc(C(=O)NNC(=O)c2cc(S(=O)(=O)N3CCOCC3)ccc2Cl)cc1	98.2	0.8	111.4	-0.1	92.6	103.3	103.0	104.6
Cc1ccc(OCCN2CCOCC2)cc1C	105.3	1.0	109.9	0.0	102.0	103.1	100.7	105.3
COc1ccc(/C=C(/NC(=O)c2ccccc2)C(=O)N2CCCC2)cc1	105.2	1.2	100.7	0.1	99.7	106.7	100.4	103.7
Cc1cccc(C(=O)NNC(=O)CCn2nnc3ccccc32)c1	99.8	0.5	97.5	0.1	103.1	98.5	96.5	97.5
NS(=O)(=O)c1ccc(NC(=O)CN2CCc3ccccc3C2)cc1	94.6	1.0	98.5	0.1	93.2	102.6	129.6	94.5
Cc1nnc(SCc2ccccc2)n1CC1CCCO1 (configuration not stated)	102.2	1.5	104.8	0.2	96.8	107.6	100.5	99.3
OCC1CCCN(Cc2cn(Cc3ccccc3)nc2-c2cc3ccccc3o2)C1 (configuration not stated)	104.0	0.7	105.4	0.1	95.5	114.1	100.5	103.5
COC1(OC)C(=N/O)/C(=N\O)CCC1O (configuration not stated)	100.4	-1.2	99.2	0.1	96.5	93.0	96.0	98.8
C=CCNC(=O)c1onc(CSc2ccccn2)c1C(=O)NCC=C	101.4	2.6	95.5	-0.1	94.3	88.0	126.9	99.4
CCC/C=C(\CCC)C(NC(=O)c1ccc(C(F)(F)F)cc1)c1ccccc1 (configuration not stated)	104.7	6.9	91.7	0.2	106.8	90.0	124.6	95.7
CCOc1ccc(-c2cc(CCCC(=O)NCCCOC)no2)cc1	106.4	-8.9	107.2	0.3	113.0	102.3	107.8	94.5
CCCC1=C(C(=O)OCC)C(c2ccc(NC(C)=O)cc2)NC(=O)N1 (configuration not stated)	96.3	1.5	105.2	-0.1	101.2	105.0	95.1	106.7
O=C(O)C1CC=CCC1C(=O)Nc1ccc2c(c1)OCCO2 (configuration not stated)	99.1	-1.1	97.5	-0.1	92.5	102.2	96.1	101.4
COc1ccc(OC)c(-c2nc3c(C)n[nH]c(=O)c3[nH]2)c1	97.9	17.9	98.8	0.0	115.8	96.8	101.1	95.1
COC(=O)c1cc(C(=O)Nc2cccc(C)n2)cc([N+](=O)[O-])c1	50.1[may fluoresce violet]	0.7	224.9*[may fluoresce violet]	-0.1	109.8	.	85.6[may fluoresce violet]	?
Cc1cccc(NC(=O)CCN2CCN(C/C=C/c3ccccc3)CC2)c1	99.7	4.4	100.3	0.1	112.3	97.0	96.1	84.7
COC(=O)CSc1nc(C)cc(N2CCOCC2)n1	89.5	1.9	93.1	0.2	122.3	95.9	102.3	94.1
Clc1ccc(-c2nnc3n2CCCC3)cc1Cl	100.8	1.0	113.2	0.1	93.7	111.6	99.9	102.6
Cc1cc(-c2ccccc2)c2c(=O)n(-c3ccccc3)[nH]c2n1	108.2	11.2	110.9	-0.1	99.2	104.1	100.0	112.2
O=C(O)c1ccccc1-n1cccc1C(=O)O	94.5	1.9	98.0	0.0	118.5	89.4	97.5	86.4
CCn1cc(SCC(=O)NC2CCCC2)c2ccccc21	95.5	5.1	94.5	0.1	111.0	94.2	98.2	92.3
CCC(=O)Nc1cccc(-c2cn3cccc(C)c3n2)c1	94.2	6.8	96.7	0.0	113.1	100.9	104.2	91.0
CCOC(=O)C1=C(CSc2nncn2C)NC(=O)NC1c1cc(OCC)ccc1OCC (configuration not stated)	105.7	2.0	102.7	-0.1	97.0	114.6	105.5	103.6
CCOC(=O)c1cc(-c2ccc(C)cc2)n(CCC(=O)N2CCN(c3ccccn3)CC2)c1C	101.4	-1.3	104.0	0.5	103.6	104.0	88.9	98.6
CCOC(=O)c1c(N)nn(C(C)=O)c1-c1ccccc1	99.8	20.4	103.3	0.0	92.5	105.6	113.2	100.7
Cc1cc(C(=O)OCC(=O)NCc2ccccc2)c(C)o1	95.9	1.1	91.5	0.0	106.2	97.2	102.2	94.2
COc1ccc(CCNC(=O)Nc2cccc([N+](=O)[O-])c2)cc1	101.2	16.0	102.9	0.6	108.7	96.2	98.5	93.1
Cc1ccccc1C(=O)N1CCC(C(=O)NN2C(=O)NC3(CCC(C)CC3)C2=O)CC1 (configuration not stated)	99.7	3.2	98.9	0.0	111.6	101.7	104.2	105.7
CCCCN(C(=O)c1ccc(N2CCCC2=O)cc1)c1c(N)n(Cc2ccccc2)c(=O)[nH]c1=O	100.3	1.1	106.9	-0.1	80.5	122.8	125.1	106.8
Cc1ccc(C(=O)N2c3ccccc3N(Cc3ccccc3)C(=O)C2(C)C)cc1	96.8	-1.4	102.5	0.2	104.3	99.9	129.3	95.2
Nc1nnc(C(=O)c2ccccc2N)s1	102.5	19.2	102.5	-0.1	79.7	104.7	100.6	104.6
COc1ccc(OCC(=O)NCCCCCCNC(=O)COc2ccc(OC)cc2)cc1	103.6	-1.7	98.3	-0.1	87.0	102.4	94.9	101.3
CCOC(=O)c1cc(=O)n2c(nc3ccccc32)[nH]1	106.2	25.1	93.7	-0.1	100.7	95.1	118.9	91.7
O=C(Cc1ccc(Br)cc1)N1CCCCCC1	99.5	14.8	89.4	0.1	107.0	96.8	106.7	86.6
Cc1cc(/C=C(\C#N)C(=O)NCC2CCCO2)c(C)n1-c1ccc(Cl)cc1 (configuration not stated)	105.4	7.7	105.3	0.2	81.2	103.3	113.5	93.6
Cc1ccc(S(=O)(=O)/N=C(/Nc2ccc(F)cc2F)c2ccccc2)cc1	97.5	-0.4	110.2	0.0	106.5	100.1	96.2	100.8
O=C(c1cccs1)n1nc(-c2ccco2)nc1SCc1ccccc1	100.0	-1.1	103.8	-0.1	91.0	104.3	102.3	102.7
CCn1c(CNC(=O)c2ccc3c(c2)OCO3)nnc1SCC(=O)Nc1cc(C)ccc1OC	105.9	8.9	110.1	0.0	103.6	110.1	108.9	102.9
c1ccc(-c2ccc(-c3nc(-c4cccnc4)no3)cc2)cc1	102.5	-8.5	106.3	0.1	82.5	102.6	134.9	91.5
CCCOc1ccccc1C1NC(=O)NC(C)=C1C(=O)OCCOC(C)C (configuration not stated)	102.2	0.7	101.0	0.0	87.7	97.3	103.1	108.8
CCOc1ccc(Nc2nc3cc(S(=O)(=O)CC)ccc3o2)cc1	102.4	63.9*	106.7	0.0	121.8	105.5	86.8	124.1
O=C(NC1CCN(S(=O)(=O)c2ccccc2)CC1)C1CCCCC1	99.4	-1.1	101.0	-0.1	103.6	104.9	106.1	100.7
O=C(N/N=C/c1cc([N+](=O)[O-])ccc1O)c1cccc2cc[nH]c12	104.7	6.4	102.6	0.0	77.3	97.3	105.7	106.8
COc1ccc(CC(=O)Nc2ccccc2NC(=O)Cc2ccc(OC)cc2)cc1	102.3	0.8	100.2	-0.2	101.5	104.4	88.6	114.1
O=C(CCNC(=O)c1ccccc1)N=Nc1c(O)[nH]c2ccccc12	109.5	3.2	114.3	0.0	102.5	113.4	111.4	105.8
CCC1C(=O)CC(c2ccco2)NC1c1ccco1 (configuration not stated)	89.7	0.1	90.9	-0.1	87.8	87.9	86.6	93.9
CN(C)S(=O)(=O)Oc1ccsc1C(=O)Nc1ccc(C(F)(F)F)cc1	112.6	55.3*	97.3	0.0	120.1	103.7	101.8	100.1
CC(CN1CCOCC1)OC(=O)CCc1ccccc1 (configuration not stated)	102.9	0.2	102.2	-0.1	110.1	102.1	102.1	102.2
COc1cc(NC(=O)C2CCCN2S(=O)(=O)c2ccc3c(c2)CCC(=O)N3)cc(OC)c1 (configuration not stated)	101.2	4.3	108.7	-0.7	92.8	104.3	100.2	107.1
Cc1cc(C)c(C)c(S(=O)(=O)NC(C(=O)NCCc2ccco2)C(C)C)c1C (configuration not stated)	95.1	-0.6	95.5	0.1	85.2	99.0	100.4	99.2
COc1ccc(N2CC(C(=O)Nc3ccc(S(=O)(=O)N4CCCCC4)cc3)CC2=O)cc1 (configuration not stated)	99.8	-0.7	102.8	0.0	103.6	102.5	92.9	93.4
O=C(Nc1cccc2ncccc12)c1ccccc1[N+](=O)[O-]	105.2	-1.0	149.2	-0.1	105.0	115.8	116.2	115.6
COc1ccc2c(c1OC)C(=O)N(c1ccccc1)C2=O	99.6	-7.3	95.7	0.0	104.1	99.6	112.2	92.8
O=C(c1cc(S(=O)(=O)N2CCCCC2)ccc1F)N1CCCCC1	98.3	0.8	100.3	0.0	89.4	102.2	100.0	99.8
CCc1nc(CNC(=O)C2CCC(=O)N(Cc3cccc(OC)c3)C2)no1 (configuration not stated)	107.5	-2.4	108.9	0.1	102.6	103.1	93.4	112.2
CCc1cc(CNC(=O)C2CCC(=O)N(Cc3ccc(Cl)cc3)C2)on1 (configuration not stated)	97.2	2.6	99.6	0.2	93.1	98.9	88.2	96.8
COc1ccc(S(=O)(=O)N2CCC(C(=O)Nc3ccc4c(c3)OCCO4)CC2)cc1OC	99.2	2.5	96.6	0.1	91.8	104.5	96.0	111.2
COc1ccc(C)cc1NC(=O)NNC(=O)C(C)Oc1ccc(F)cc1Cl (configuration not stated)	110.7	0.9	115.7	0.0	102.2	113.2	110.5	109.2
COC(=O)c1ccc(SCC(=O)N2CCC(C)CC2)c([N+](=O)[O-])c1	109.6	-2.4	107.8	0.0	103.0	94.7	94.7	108.5
CC(/C=N/NC(=O)Cn1nccc1C)=C\c1ccc(C(C)C)cc1	106.5	9.0	104.5	0.3	94.9	97.9	97.5	96.4

# Single entries from the list.
# Result of Cc1ccc(S(=O)(=O)/N=C(/Nc2ccc(F)cc2F)c2ccccc2)cc1 in Efflux pump inh: 0.0
# Result of Nc1nnc(C(=O)c2ccccc2N)s1 in AHR act: 19.2

# Following part
structure	RPL19A-GFP yeast	AHR act	MEP2-GFP yeast	Efflux pump inh	Yeast superoxide	AGP1 TOR yeast	LAP4-GFP MLPCN	CIT2-GFP yeast
COc1ccc(S(=O)(=O)NCC2CCCN(C(=O)CCC(F)(F)F)C2)cc1 (configuration not stated)	101.4	-4.0	104.3	0.0	87.4	104.0	96.0	101.2
COc1ccc(C2c3[nH]c4ccccc4c3C[C@H]3C(=O)N(c4ccccc4C(=O)N4CCC(C(=O)O)CC4)C(=O)N23)cc1 (some centres not stated)	101.4	11.0	98.1	0.7	131.2	98.2	103.5	102.2
OCCN1CCN(CC(O)COc2ccc(C34CC5CC(CC(C5)C3)C4)cc2)CC1 (configuration not stated)	88.3	-2.1	91.3	0.2	123.5	95.1	114.0	83.1
COc1cc(NC(=O)c2cccs2)c(OC)cc1NC(=O)CCC(=O)Nc1cccc2ncccc12	96.4	2.8	92.5	0.0	91.6	97.9	111.7	90.8
COc1ccc(NC(C)=O)cc1S(=O)(=O)Nc1ccc2c(c1)OCCO2	98.2	0.4	103.4	-0.3	89.7	104.0	102.0	103.7
CCOC(=O)C(=O)/C(C#N)=C/Nc1ccc(Cl)cc1	100.2	17.0	104.8	-0.1	114.2	99.7	100.3	94.5
O=C(NNS(=O)(=O)c1ccccc1)c1ccncc1	105.8	0.8	112.9	-0.1	105.7	108.5	112.7	115.5

# An unsorted share of the library (roughly 3.9% active in at least one column).
